APJ ag = APJ receptor agonism | CHO-K1 APJ PathHunter beta-arrestin, luminescence; 0% DMSO wells, 100% apelin | activation, % at 20 µM | 330,000 compounds, 0.11% hits;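 active = activation more than six SD over the plate average, tested at 20 µM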;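 also: 0% = DMSO alone and 100% = apelin-13 at 10 nM; some results filed as inactive read as strong as hits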
Target sequence (P35414 whole entry, looked up): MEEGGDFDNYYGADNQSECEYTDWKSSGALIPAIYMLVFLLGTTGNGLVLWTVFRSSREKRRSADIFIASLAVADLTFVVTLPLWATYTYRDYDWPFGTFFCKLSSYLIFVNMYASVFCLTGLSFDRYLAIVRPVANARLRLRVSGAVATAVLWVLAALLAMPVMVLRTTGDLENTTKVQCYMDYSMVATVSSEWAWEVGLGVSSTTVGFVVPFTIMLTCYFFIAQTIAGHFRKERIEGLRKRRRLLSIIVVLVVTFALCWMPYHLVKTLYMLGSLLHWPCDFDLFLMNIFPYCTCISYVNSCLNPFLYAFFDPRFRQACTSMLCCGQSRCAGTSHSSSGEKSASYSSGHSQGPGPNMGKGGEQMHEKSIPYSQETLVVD
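Test system – PathHunter CHO-K1 APJ (AGTRL-1) beta-arrestin reporter cells · Input – 1000 cells/well · Compound – single test compound dose, 20 µM final, 1% DMSO · Times – compound stimulation 90 min at 25 °C, detection 60 min · Technique – beta-gal luminescence · Read-out basis – APJ–arrestin association signal · Control set – negative DMSO alone, positive Apelin-13 at 10 nM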
ATG4B inhibitor = ATG4B (human) cysteine protease inhibition; ATG4B cleavage of LC3-PLA2, NBD-HPC fluorescence, 1 h; inhibition, % at 8.33 µM; 340,000 compounds, 0.51% hits; AID 504462; in the data active = inhibition above about 40%
EBI2 antag = antagonists of human EBI2 receptor. P32249. EBI2 beta-arrestin recruitment, luminescence, 7a,25-OHC stimulated. AID 651636. inhibition, % at 5 µM. 360,000 compounds, 0.81% hits; in the data active = inhibition above about 38%;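 also: enzyme fragment complementation signal reports receptor beta-arrestin coupling in cells; 0% = agonist plus DMSO wells and 100% = wells without agonist; some results beyond the cut were filed as inactive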
Target sequence (P32249 whole entry, looked up, the tested form may be a part): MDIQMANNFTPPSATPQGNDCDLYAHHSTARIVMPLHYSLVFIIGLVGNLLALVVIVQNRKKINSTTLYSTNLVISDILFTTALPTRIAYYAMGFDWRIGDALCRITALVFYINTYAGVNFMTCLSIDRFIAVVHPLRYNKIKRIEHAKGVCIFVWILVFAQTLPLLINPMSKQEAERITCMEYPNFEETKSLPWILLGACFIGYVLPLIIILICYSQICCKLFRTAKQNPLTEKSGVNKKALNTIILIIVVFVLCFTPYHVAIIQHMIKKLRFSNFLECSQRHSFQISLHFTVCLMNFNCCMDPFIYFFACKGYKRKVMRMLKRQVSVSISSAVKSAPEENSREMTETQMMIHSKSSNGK
APJ antag = blocks the human apelin receptor APJ; CHO-K1 APJ beta-arrestin complementation, luminescence; inhibition, % at 20 µM; 330,000 compounds, 0.32% hits; AID 2521;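 active = inhibition above about 40% at 20 µM, limit read from the data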;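 also: cells challenged with 10 nM apelin-13 agonist together with compound; plate controls were apelin-13 plus DMSO wells for no effect and DMSO wells lacking apelin-13 for full effect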
CXCR6 inh = blocks human CXCR6 beta-arrestin recruitment. 360,000 compounds, 0.36% hits. CHO-K1 PathHunter CXCR6 beta-arrestin, luminescence. inhibition, % at 20 µM. O00574; in the data active = inhibition above about 34%, passing the limit was not always enough;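 also: antagonist mode with CXCL16 agonist at 10 nM final; 0% = 10 nM CXCL16 with DMSO and 100% = unstimulated wells without agonist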
Target sequence (O00574 whole entry, looked up): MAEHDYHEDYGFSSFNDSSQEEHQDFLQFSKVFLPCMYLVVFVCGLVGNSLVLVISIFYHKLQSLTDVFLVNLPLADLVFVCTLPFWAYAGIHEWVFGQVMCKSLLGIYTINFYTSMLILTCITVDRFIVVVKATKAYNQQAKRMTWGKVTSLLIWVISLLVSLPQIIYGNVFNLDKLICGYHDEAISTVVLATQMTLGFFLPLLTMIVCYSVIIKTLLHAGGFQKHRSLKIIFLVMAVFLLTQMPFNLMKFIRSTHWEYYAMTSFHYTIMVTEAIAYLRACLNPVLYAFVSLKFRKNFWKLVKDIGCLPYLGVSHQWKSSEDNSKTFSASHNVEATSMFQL
UBC13 inh = inhibitors of human UBC13 polyubiquitin chain formation. P61088. TR-FRET. inhibition, % at 20 µM. 330,000 compounds, 0.47% hits. AID 485273; in the data active = inhibition above about 45%, passing the limit was not always enough
CCR6 antag = antagonists of human CCR6 receptor | P51684 | CHO-K1 CCR6 PathHunter beta-arrestin, luminescence, CCL20-stimulated | inhibition, % at 20 µM | 340,000 compounds, 0.49% hits | AID 493098;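 active = compounds whose inhibition of the agonist-driven luminescence signal at 20 µM reaches about 50%, limit read from the data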;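 also: cells stimulated with CCL20 at 14 nM final; plate controls were DMSO with CCL20 for no effect and DMSO without agonist for full effect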
Gli-Sufu antag = antagonists of Gli-Sufu signaling; Sufu-KO-LIGHT fibroblasts, Gli luciferase reporter luminescence; inhibition, % at 5 µM; 340,000 compounds, 0.74% hits;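 active = inhibition above about 55%, limit read from the data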;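 also: 0% = DMSO-treated cells and 100% = wells with medium but no cells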
Numbers without * were called inactive; . = no result given.

SMILES	APJ ag	ATG4B inhibitor	EBI2 antag	APJ antag	CXCR6 inh	UBC13 inh	CCR6 antag	Gli-Sufu antag
Cc1ccccc1N(C(=O)CNC(=O)c1cccs1)C(C(=O)NC1CCCC1)c1ccncc1 (centres undefined)	-4	-1	3	0	5	4	13	-2
CCOC(=O)N1CCN(C(=O)c2cn(CC)c3ccc(S(=O)(=O)N(C)C4CCCCC4)cc3c2=O)CC1	-2	-5	-10	3	1	-5	2	-2
CC(C)Cn1c(N2CCN(C(=O)c3cccs3)CC2)nc2ccccc21	1	-2	4	-6	5	7	0	21
O=C(NCC(=O)N1CCCCCC1)c1ccc(OC(F)F)cc1	-5	-1	-4	9	-3	-5	-1	1
O=C(CSc1ccc(Cl)cc1)N/N=C/c1ccc([N+](=O)[O-])o1	0	-7	-7	-40	-9	-4	16	2
Cc1ccc2cc(C)c(N3CCC(C)CC3)nc2c1	-1	-5	13	-6	0	10	0	-9
Cn1c(SCc2ccccc2)nc(N)c(N=O)c1=O	-2	-19	6	23	10	0	22	-4
COc1ccc(CC(=O)N[C@@H]2c3ccccc3CC[C@@H]2OCc2ccccc2)cc1	.	2	6	.	5	.	21	6
CC1CCCC(NC2CCCCNC2=O)C1 (centres undefined)	-6	8	3	12	-4	7	-10	4
COc1ccc(C)cc1NC(=O)CCCN1C(=O)CN(C)C1=O	-4	-4	4	-11	-1	0	9	5
CC(=O)N(C(C)=O)c1cccc(N(Cc2ccccc2)Cc2ccccc2)c1	.	4	11	.	11	.	18	-1
COCCCNC(=S)NNC(=O)c1ccccc1Br	-2	4	-6	21	1	-5	9	6
O=C(C1CC1(c1ccccc1)c1ccccc1)N1CCOCC1 (centres undefined)	-1	-15	-9	0	4	9	7	-1
CCOc1ccc(CCNC(=O)c2cccc(S(=O)(=O)N3CCOCC3)c2)cc1OCC	6	1	-8	-15	-3	-2	7	-4
CC(Cc1ccco1)NC(=O)c1cccc(S(=O)(=O)N(C)C)c1 (centres undefined)	-2	-2	1	4	-2	-2	3	-64
CCN1C(=O)[C@H]2[C@@H](c3ccc(C)cc3)N3C(=O)N(c4ccccc4)C(=O)[C@@]3(Cc3ccccc3)[C@H]2C1=O	-3	-7	-4	-1	-6	-7	-5	0
O=C(COC(=O)C1CCN(c2ccc(C(F)(F)F)cn2)CC1)c1ccccc1Cl	-1	16	-2	4	-3	21	7	-8
CC(NC(=O)Cn1cc(C(F)(F)F)ccc1=O)c1ccc(F)cc1 (centres undefined)	-1	-1	-6	6	-3	-9	2	19
Oc1ccccc1C=NNC(=S)NN=Cc1ccccc1O	.	-6	0	.	-6	.	13	27
Cc1ccc(-c2nn(CC(=O)N(C)C)c(=O)c3ccccc23)cc1S(=O)(=O)N(C)C	1	1	1	-4	1	2	5	7

Given field by field: part of the list above.
CC(Cc1ccco1)NC(=O)c1cccc(S(=O)(=O)N(C)C)c1 (centres undefined)
  APJ ag = -2
  ATG4B inhibitor = -2
  EBI2 antag = 1
  APJ antag = 4
  CXCR6 inh = -2
  UBC13 inh = -2
  CCR6 antag = 3
  Gli-Sufu antag = -64
CCN1C(=O)[C@H]2[C@@H](c3ccc(C)cc3)N3C(=O)N(c4ccccc4)C(=O)[C@@]3(Cc3ccccc3)[C@H]2C1=O
  APJ ag = -3
  ATG4B inhibitor = -7
  EBI2 antag = -4
  APJ antag = -1
  CXCR6 inh = -6
  UBC13 inh = -7
  CCR6 antag = -5
  Gli-Sufu antag = 0

Returning to the listing; the 5 compounds before the break are reprinted first.
SMILES	APJ ag	ATG4B inhibitor	EBI2 antag	APJ antag	CXCR6 inh	UBC13 inh	CCR6 antag	Gli-Sufu antag
CCN1C(=O)[C@H]2[C@@H](c3ccc(C)cc3)N3C(=O)N(c4ccccc4)C(=O)[C@@]3(Cc3ccccc3)[C@H]2C1=O	-3	-7	-4	-1	-6	-7	-5	0
O=C(COC(=O)C1CCN(c2ccc(C(F)(F)F)cn2)CC1)c1ccccc1Cl	-1	16	-2	4	-3	21	7	-8
CC(NC(=O)Cn1cc(C(F)(F)F)ccc1=O)c1ccc(F)cc1 (centres undefined)	-1	-1	-6	6	-3	-9	2	19
Oc1ccccc1C=NNC(=S)NN=Cc1ccccc1O	.	-6	0	.	-6	.	13	27
Cc1ccc(-c2nn(CC(=O)N(C)C)c(=O)c3ccccc23)cc1S(=O)(=O)N(C)C	1	1	1	-4	1	2	5	7
O=C1CC(=O)N(CCNc2ncc(C(F)(F)F)cc2Cl)C(=O)N1	3	10	7	1	6	-17	6	-4
CSc1ccc(/C=C(/NC(=O)c2ccccc2)C(=O)NCCCn2ccnc2)cc1	2	8	16	8	-7	-5	6	-16
COc1ccc(CC(=O)c2c(O)cc(O)cc2O)cc1OC	-9	-9	-4	12	5	4	11	0
CC(C(=O)NCc1ccc(Cl)cc1)n1cccc1C(=O)c1ccccc1 (centres undefined)	4	8	4	8	7	2	10	5
COc1ccc(S(=O)(=O)N(C)C[C@H]2Oc3ccc(NC(=O)C4CCCCC4)cc3C(=O)N([C@H](C)CO)C[C@@H]2C)cc1	-3	-19	6	-3	0	8	8	-3
COc1ccc(C(=O)NCCSCc2ccco2)cc1OC	3	-1	10	-5	0	4	13	3
Cc1cccc(CN2CCN(CC(=O)NCCCN3CCN(c4ccc(F)cc4)CC3)C2=O)c1	-3	14	-3	-3	4	30	-4	5
COc1cc(OC)cc(C(=O)Nc2ccccc2N2CCOCC2)c1	-5	7	-1	18	2	-4	20	6
CCC(=O)N1CCc2cc(Br)cc(S(=O)(=O)NCCCN(C)Cc3ccccc3)c21	0	-1	5	-2	6	5	14	16
CSc1ccc(Cl)c(C(=O)Nc2cc(S(=O)(=O)N3CCOCC3)ccc2N2CCOCC2)c1	-2	5	8	8	-2	4	11	-17
Cc1ccc(S(=O)(=O)/N=C/c2ccco2)cc1	1	-3	7	16	-5	-12	11	24
CCC(=O)Nc1ccc(S(=O)(=O)NCCc2ccccc2)cc1	-3	-4	-4	-2	-1	7	11	-2
COc1ccc(Cl)cc1NC(=O)CN(C)Cc1cccs1	-3	7	13	-23	-1	16	22	20
CC1CCN(S(=O)(=O)c2ccc3[nH]c(=O)c(=O)[nH]c3c2)CC1	-3	1	8	-17	-6	-22	-13	1
O=C(COC(=O)C1CCN(S(=O)(=O)c2cccs2)CC1)c1cc2ccccc2o1	-12	0	15	37	34*	4	74*	-12
O=C(COc1ccc(-n2ccnc2)cc1)Nc1cccc(Cl)c1	3	-2	5	-4	-18	6	-4	.
COc1ccccc1Cc1noc(C(C)(C)NC(=O)c2ccccc2)n1	-2	-3	-12	9	-5	7	-18	-18
O=C(N/N=C/c1ccccc1C(=O)O)c1ccc(COc2cccc3cccnc23)cc1	-2	-7	1	3	3	8	1	-7
COCCN(Cc1ccccc1)C(=O)c1cccc(S(=O)(=O)N(C)c2c(C)n(C)n(-c3ccccc3)c2=O)c1	-4	2	8	20	2	2	6	-7
COc1cccc(C(C(=O)NCc2ccco2)N(Cc2ccco2)C(=O)Cn2nnc3ccccc32)c1 (centres undefined)	-5	-16	14	12	8	3	-1	-6
CN(C)CCCNCCCNC(=O)/C(=N\O)c1ccccn1	-1	3	-8	-4	3	17	-25	7
CC(C)Sc1oc(-c2ccco2)nc1S(=O)(=O)c1ccc(F)cc1	-1	7	0	21	3	1	28	2
Cn1c(SCC(=O)Nc2cccc3ccccc23)nc(O)cc1=O	1	2	1	7	-7	-3	0	5
COc1cc(Cl)ccc1OCc1cc(C(=O)N2C[C@H]3CC[C@H]2C3)no1	-6	-3	0	8	0	1	14	-65
O=C(Cn1ncc2c1-c1ccccc1OC2)N1CCN(Cc2ccc3c(c2)OCO3)CC1	-6	-5	-5	-4	-4	3	1	-8
CC(=O)NS(=O)(=O)c1ccc2c(c1)Cc1cc(S(=O)(=O)NC(C)=O)ccc1-2	0	4	-4	20	-2	2	9	-7
CC(=O)/C=C1\SC(CC(=O)O)C(=O)N1c1ccccc1 (centres undefined)	0	-4	0	19	0	-2	-9	1
CCOC(=O)C1CCN(C(=O)c2cc3cc(C)ccc3[nH]2)CC1	-2	-7	85*	12	-2	2	10	-39
CCOc1ccc(N(C(=O)c2snc(C(N)=O)c2N)C(C(=O)NC2CCCC2)C(C)C)cc1 (centres undefined)	1	-6	-4	15	2	70*	3	3
COc1cccc(C(=O)N2CCSC2=S)c1	-2	-8	4	2	-8	13	-7	18
COC(=O)c1ccc(OC(=O)c2ccccn2)cc1	-3	-2	-14	-17	-2	-5	0	-2
COc1ccc(C2CC2C(C)=O)cc1 (centres undefined)	0	-5	4	-18	6	1	12	-2
COC(=O)c1ccccc1NCC(=O)c1ccc(OC)cc1	-10	0	1	-7	14	4	37	2
O=C(COC(=O)Cc1n[nH]c(=O)c2ccccc12)Nc1ccc(Cl)cn1	-4	-48	10	-20	-1	-7	-3	4
CC(OC(=O)Cc1ccccc1[N+](=O)[O-])C(=O)NC(=O)NC1CCCCC1 (centres undefined)	-3	6	-6	-14	-1	-1	10	-6
O=C(C[n+]1cccc(C(=O)N/N=C/c2cccc([N+](=O)[O-])c2)c1)c1ccccc1	6	6	-10	-37	0	6	4	-7
Cc1cc(C(=O)N/N=C/c2cc([N+](=O)[O-])cc(C)c2O)n[nH]1	.	0	5	.	10	.	35	-7
CC[C@]1(C(=O)OC)[C@H]2C(=O)N(Cc3ccccc3)C(=O)[C@H]2[C@H]2CN=C(SCc3ccccc3)N21	.	-2	0	.	-3	.	14	-2
CCC(C)c1ccc(S(=O)(=O)Nc2cccnc2)cc1 (centres undefined)	-2	4	6	14	-14	4	-17	10
COc1ccc(S(=O)(=O)Nc2c(C)c(C)cc3c2ncn3C)cc1	-2	-13	-3	-17	-5	-9	9	2

An excerpt from above, showing only ATG4B inhibitor.
molecule	ATG4B inhibitor
COc1cc(Cl)ccc1OCc1cc(C(=O)N2C[C@H]3CC[C@H]2C3)no1	-3
O=C(Cn1ncc2c1-c1ccccc1OC2)N1CCN(Cc2ccc3c(c2)OCO3)CC1	-5
CC(=O)NS(=O)(=O)c1ccc2c(c1)Cc1cc(S(=O)(=O)NC(C)=O)ccc1-2	4
CC(=O)/C=C1\SC(CC(=O)O)C(=O)N1c1ccccc1 (centres undefined)	-4

(next part)
SMILES	APJ ag	ATG4B inhibitor	EBI2 antag	APJ antag	CXCR6 inh	UBC13 inh	CCR6 antag	Gli-Sufu antag
CCc1noc(C)c1C(=O)N1CCCC(N2CCN(c3ccccc3F)CC2)C1 (centres undefined)	-7	3	1	-2	1	2	3	-20
CC(C)N(CCc1ccncc1)C(=S)Nc1ccc(F)c(Cl)c1	-2	-2	2	-15	-11	-8	-7	-31
COc1ccc(CCNc2ccc(C(CC(N)=O)NC(=O)Cc3cccc4ccccc34)cc2[N+](=O)[O-])cc1 (centres undefined)	-6	-16	15	25	8	-40	23	26
COc1ccc(NC(=O)CN(C)C(=O)c2sc3ccccc3c2Cl)cc1	-7	0	-10	8	7	-8	12	-10

Look-ups from the entries so far:
For CCR6 antag, `O=C(C1CC1(c1ccccc1)c1ccccc1)N1CCOCC1` (centres undefined) shows 7
For UBC13 inh, `CCOc1ccc(N(C(=O)c2snc(C(N)=O)c2N)C(C(=O)NC2CCCC2)C(C)C)cc1` (centres undefined) shows 70*
For ATG4B inhibitor, `CC(C(=O)NCc1ccc(Cl)cc1)n1cccc1C(=O)c1ccccc1` (centres undefined) shows 8
For EBI2 antag, `COc1ccc(S(=O)(=O)N(C)C[C@H]2Oc3ccc(NC(=O)C4CCCCC4)cc3C(=O)N([C@H](C)CO)C[C@@H]2C)cc1` shows 6
For APJ antag, `CCC(C)c1ccc(S(=O)(=O)Nc2cccnc2)cc1` (centres undefined) shows 14

Bioassay records deposited in PubChem BioAssay by Sanford-Burnham Center for Chemical Genomics.

No enrichment for hits (roughly 3% active in at least one column).
